# HSF1 inhib – HSF1 inhibition. NIH3T3-HGL HSE-luciferase, MG132-induced, luminescence 8 h; active compounds read low. activity change, negative = inhibition, % at 7.5 µM (by protocol). hit rate 0.77% among 300,000;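 active means more than half of replicate wells show activity change below -50%, luminescence cut by over half; inconclusive means some wells, but at most half, below -50%; inactive means no replicate well below -50%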;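 further: luciferase reports HSF-1 transcriptional activity via heat shock element; 0% = median of DMSO wells and -100% = zero luminescence signal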
# HDAC3 inhib – inhibitors of human histone deacetylase 3. O15379. recombinant HDAC3, fluorogenic peptide/trypsin coupled, fluorescence. inhibition, % at 8.3 µM. hit rate 0.15% among 320,000. AID 2718; in the data active means inhibition above about 26%, passing the limit was not always enough; inconclusive means no clear call, values can overlap the other calls
# Target sequence (O15379 whole entry, looked up): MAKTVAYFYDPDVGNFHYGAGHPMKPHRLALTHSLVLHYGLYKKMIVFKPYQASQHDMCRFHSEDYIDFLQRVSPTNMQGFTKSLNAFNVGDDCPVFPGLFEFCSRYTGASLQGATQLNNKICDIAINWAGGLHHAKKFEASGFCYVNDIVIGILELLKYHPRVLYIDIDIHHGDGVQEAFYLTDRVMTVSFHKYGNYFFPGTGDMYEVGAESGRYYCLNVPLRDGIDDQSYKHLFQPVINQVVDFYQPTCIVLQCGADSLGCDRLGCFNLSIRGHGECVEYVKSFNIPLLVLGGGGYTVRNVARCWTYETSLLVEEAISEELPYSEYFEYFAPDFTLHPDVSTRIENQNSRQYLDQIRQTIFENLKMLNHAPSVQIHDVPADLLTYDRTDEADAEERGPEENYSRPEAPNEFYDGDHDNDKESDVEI
# KLF5 inhibitor – suppresses KLF5 promoter-driven expression | hit rate 0.23% among 290,000 | DLD-1 KLF5 promoter-luciferase reporter, luminescence | inhibition, % at 5 µM | AID 1700;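 active means inhibition above a per-plate limit of that plate's mean compound inhibition plus 3 SD, cut at about 60% in these data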;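 further: 0% = DMSO wells and 100% = LY294002 at 200 µM; higher means less KLF5 promoter-driven luciferase light; inactives centre near -14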
# HSF1 activator – increases HSF-1 driven luciferase reporter signal. NIH3T3-HGL HSF-1 luciferase reporter, MG132, 8 h; 100% = twice DMSO control signal. activation, % at 9 µM. hit rate 1.7% among 300,000. AID 504408;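 active means mean replicate activation of at least 50% with a set share of replicates each reaching 50%; inconclusive means only one of those two conditions met; inactive means mean below 50% and too few replicates reaching it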;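 further: 0% = median of the neutral control wells and 100% = twice that signal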
# aSyn UTR inh – MLPCN primary screen, SNCA 5' untranslated region | inhibition, % (tested at 7.5 µM) | hit rate 0.82% among 300,000 | alpha-synuclein 5'UTR reporter, inhibitor activity | AID 1813; in the data active means inhibition above about 60%; inconclusive means no clear call, values can overlap the other calls;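 further: H4 neuroglioblastoma cells stably carrying SNCA 5'UTR luciferase fusion; 0% = DMSO wells and 100% = positive control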
# HIF activator – HIF pathway transcriptional activation; activation, % at 7.5 µM (by protocol); AID 1910; hit rate 0.32% among 300,000; U2OS HRE-luciferase reporter, luminescence; normalized: DMSO 0%, desferrioxamine 100%;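 active means mean activation of at least 10% of the iron chelator positive control signal, with at least half of replicates also reaching 10%; inconclusive means mean and replicate majority disagree about reaching 10%; inactive means mean and most replicates under 10%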
# HSP90 refold inh – blocks HSP90-mediated luciferase refolding in reticulocyte lysate; Rabbit reticulocyte lysate, luciferase refolding luminescence, 3 h; hit rate 0.91% among 290,000; inhibition, % at 5.6 µM;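 active means inhibition above the screen-wide mean plus 3 SD, computed separately per campaign, cut at about 16% in these data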;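 further: 0% = DMSO wells and 100% = 60 µM geldanamycin wells; inhibitors lower the luminescence because luciferase stays unfolded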
# AI-2 QS mod – modulates the Vibrio harveyi AI-2 quorum sensing system. Vibrio harveyi JMH597 AI-2 luminescence/OD600 ratio, 9 h; active compounds read low; strain lacks LuxN and CqsS sensors; 0 = neutral-control median. activity change, % at 7.5 µM. hit rate 0.4% among 300,000. AID 2094; in the data active means activity change below about -75%, passing the limit was not always enough; inconclusive means no clear call, values can overlap the other calls;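 further: luminescence divided by OD600 gain over 9 h not by final OD600 alone; inactives centre near 13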
# Platelet DG rel – platelet dense granule release activity; hit rate 0.22% among 300,000; AID 1663; human platelet-rich plasma, SFLLRN dense granule ATP release, luminescence; inhibition, %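 (compounds screened at 7.5 µM in platelet-rich plasma)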;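 active means mean replicate score, as percent of positive control, at or above 50; inconclusive means mean below 50 but at least one replicate at or above 50; inactive means mean and every replicate below 50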
# IEC-6 cytotox – counter-screen for KLF5 inhibitors: cytotoxicity in IEC-6 cells; hit rate 0.78% among 290,000; AID 1825; inhibition, % at 5 µM; IEC-6 cytotoxicity, luminescence viability; in the data active means inhibition above about 22%;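 further: 0% = plate median of test compound wells and 100% = cytotoxic reference compound wells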
# Starred values were filed as active, the others as inactive; ? = inconclusive; nt = not tested or not shown.
SMILES,HSF1 inhib,HDAC3 inhib,KLF5 inhibitor,HSF1 activator,aSyn UTR inh,HIF activator,HSP90 refold inh,AI-2 QS mod,Platelet DG rel,IEC-6 cytotox
CCn1cc(C(=O)NC2CCCCC2)c(=O)c2ccc(C)nc21,-7.6,-3.3,-15.3,-24.6,-0.5,-1.4,-0.6,6.9,-2.4,-0.7
C=CCOc1cccc(C2C(C(=O)c3cc4ccccc4o3)=C(O)C(=O)N2c2cc(C)on2)c1 (stereo not drawn),-2.3,-7.8,-5.9,-11.5,6.9,0.6,-0.8,24.6,1.7,-6.0
OC(CNC1Cc2ccccc2C1)c1ccccc1 (stereo not drawn),-5.7,2.1,-20.0,-9.7,-0.9,-0.4,6.8,14.7,3.1,0.1
Cc1ccc(-c2nnn(CC(=O)N(CC(=O)NC3CCCCC3)c3cccc(F)c3)n2)o1,-1.2,nt,-2.6,16.4,-8.6,-12.6,-1.4,15.8,-3.2,-6.9
Cc1ccc(CNS(=O)(=O)c2ccc3c(c2)NC(=O)C(C)S3)cc1 (stereo not drawn),-4.7,4.2,-47.0,-8.9,24.0,-0.3,-4.8,14.6,-13.7,-1.8
CC(=O)C1=NN(c2ccccc2)C(c2cccs2)N1c1ccc(N(C)C)cc1 (stereo not drawn),-5.1,-0.5,-87.3,14.4,2.2,0.0,-4.5,nt,9.9,7.9
CCOc1ccc(-n2c(C)c(C(=O)O)c3cc(OC)ccc32)cc1,-7.5,-2.9,-18.6,-23.2,12.2,1.7,1.3,-0.5,6.5,7.9
Cc1c(CCOC(=O)C23CC4CC(CC(C4)C2)C3)sc[n+]1Cc1ccccc1,-11.3,-5.9,6.0,-3.4,-7.2,0.4,-4.4,13.0,-6.8,-1.9
CCOCCCNC(=O)C1CCN(C(=O)Nc2ccc(C)cc2)CC1,1.9,-7.6,-33.3,1.3,23.7,0.1,1.9,18.0,-6.7,-3.3
CC(=O)n1c2ccccc2c2c1c1ccccc1n2C,-4.9,-3.4,13.7,-4.8,-0.8,1.5,0.1,15.0,-6.3,13.1
CCOc1cc(/C=N/n2c(C)nnc2C)ccc1O,10.2,-1.0,-17.0,31.2,9.9,-0.2,-2.9,39.4,-0.9,-2.4
COc1ccc(CCN(Cc2cc3ccc(C)cc3n3nnnc23)C(C)=O)cc1OC,-4.4,2.1,-24.5,-0.7,37.9,-0.2,0.1,25.9,-5.4,4.1
COc1cc2cc(Br)cc(Br)c2nc1C,2.2,-2.0,-28.4,11.6,4.5,0.1,4.1,-1.3,0.3,1.0
COc1ccc(N2C(=O)CC(N3CCN(C(=O)c4ccco4)CC3)C2=O)cc1 (stereo not drawn),1.9,-7.0,-16.1,7.0,-5.6,-0.7,-3.8,0.7,-3.6,3.0
CCOc1ccc(CCNC(=O)COC(=O)c2cc(OC)cc(OC)c2)cc1OCC,-4.2,-5.1,12.0,5.3,32.1,-1.2,-4.5,22.8,-1.3,1.5
O=C(c1ccc(Cl)c(S(=O)(=O)N2CCCC2)c1)N1CCCC(C(F)(F)F)C1 (stereo not drawn),-0.5,-3.8,nt,4.4,3.0,-0.1,nt,10.8,-19.3,nt
Cc1[nH]nc2c1/C(=N/O)CC(c1ccccc1)C2 (stereo not drawn),0.6,9.9,-16.9,-12.4,26.5,0.0,-0.8,12.6,0.9,4.1
CCN(C(=O)COC(=O)c1ccco1)c1c(N)n(Cc2ccccc2)c(=O)[nH]c1=O,-6.2,-0.2,nt,-2.2,-2.0,1.6,nt,23.3,1.3,nt
O=C(c1ccccc1)N1CCN(S(=O)(=O)c2cccc(NS(=O)(=O)c3ccccc3)c2)CC1,4.7,-0.5,-3.2,2.2,2.6,-0.2,0.6,7.4,-4.3,5.2
CCN1c2ccccc2NC2N=C(OC)C(c3ccccc3)C21 (stereo not drawn),12.9,2.3,6.8,17.4,-31.2,0.0,4.8,32.8,-1.3,3.6
O=C1OCCN1/N=C/c1ccc([N+](=O)[O-])o1,5.6,1.4,7.5,10.8,17.6,-0.1,0.7,?,0.1,-5.9
Cc1ccc(S(=O)(=O)N2c3ccccc3OCC2C(C)(C)C)cc1 (stereo not drawn),-3.4,7.4,8.7,-6.4,35.5,-0.5,2.3,18.8,7.4,8.7
COc1ccccc1-c1nnc(NC(=O)c2ccc(S(=O)(=O)N(C)CC3CCCO3)cc2)o1 (stereo not drawn),-7.7,4.7,49.1,-2.1,20.0,-0.2,-5.2,3.1,-4.0,12.1
Cc1c(NC(=O)C(C)OC(=O)COc2ccc(C#N)cc2)c(=O)n(-c2ccccc2)n1C (stereo not drawn),-4.6,-1.3,nt,-23.0,3.8,0.0,nt,21.6,5.1,nt
CCn1c(SCc2nc3scc(-c4ccccc4)c3c(=O)[nH]2)nnc1-c1ccc(Cl)cc1,-8.4,-6.7,23.9,15.2,9.7,-0.4,-4.4,26.9,-32.2,-0.5
Cc1nn(Cc2ccccc2)c(C)c1/C=N/NC(=O)CNc1cccc(C(F)(F)F)c1,nt,-4.5,-16.5,nt,29.6,-0.4,5.8,36.5,-15.1,0.8
COc1cc(Cc2cc(N)nc(N)n2)cc(OC)c1OC,-2.3,0.4,-55.9,10.3,4.3,0.1,-4.0,4.8,-4.2,-3.7
O=C(Nc1ccc(-c2cn3ccsc3n2)cc1)C1COc2ccccc2O1 (stereo not drawn),-1.9,?,-45.7,18.1,-58.8,-43.2,0.2,10.6,-5.5,1.8
CCNC(=O)N1CCCC(C(=O)c2ccc(C(F)(F)F)cc2)C1 (stereo not drawn),-3.6,5.6,-12.9,-11.7,-0.5,0.0,3.7,7.9,-1.6,7.8
O=C(NCCNS(=O)(=O)c1ccccc1Cl)c1cc(OCC(F)(F)F)ccc1OCC(F)(F)F,0.6,4.4,2.1,0.9,25.1,0.2,2.0,3.1,-9.0,2.5
COc1ccc(C(=O)NC(=S)Nc2ccccc2N2CCCCC2)cc1[N+](=O)[O-],0.4,0.4,-12.7,0.5,11.9,0.4,0.7,-15.5,-7.3,4.3
Cc1cc(C)cc(NC(=O)CCNS(=O)(=O)c2cc(Br)cnc2N)c1,-0.9,2.2,-14.3,1.6,17.0,0.0,-3.3,11.8,-1.1,1.0
Cc1cc2oc(=O)cc(CSc3nc(N)cc(N)n3)c2cc1C,25.1,1.5,-36.7,?,23.7,-0.3,-0.2,9.4,-3.2,-2.8
Cc1ccc(/C=N/NC(=O)c2nnn(-c3nonc3N)c2CSc2ccccc2)cc1,3.1,-1.5,-29.6,-13.1,-13.9,-0.3,1.8,-3.8,2.5,-3.4
COc1ccccc1/C=C1\Cc2ccccc2C1=O,5.0,-4.0,-31.9,10.0,5.4,-33.8,0.1,-3.3,-21.4,3.9
FC(F)(F)c1ccnc(N2CCN(Cc3cnc(-c4ccccc4)[nH]3)CC2)c1,3.7,1.4,17.7,13.3,-3.1,-0.2,5.2,1.9,-21.6,-3.2
O=C(Nc1ccc(-c2csc(Nc3cccc(C(F)(F)F)c3)n2)cc1)c1cc([N+](=O)[O-])cc(C(F)(F)F)c1,-12.7,4.3,nt,-28.9,31.8,-0.1,nt,17.6,5.3,nt
O=C(COC(=O)c1ccc(F)c(S(=O)(=O)N2CCOCC2)c1)NCCc1ccccc1,-2.4,-2.1,nt,-8.6,-12.3,-0.9,nt,6.1,-0.6,nt
Cc1ccc(C(=O)N/N=C/c2cc(C)n(-c3ccc(Br)cc3)c2C)cc1[N+](=O)[O-],-8.2,-5.6,2.7,-11.2,55.5,-0.2,3.0,14.6,5.1,-1.1
COc1ccc(C)cc1NC(=O)c1cnc2n(c1=O)CCS2,16.5,-1.8,-55.4,30.4,-3.3,0.7,1.2,20.3,-4.2,9.8
CCCCN1C(=O)C(=O)N(CC(=O)Nc2cc(OCC)c(N3CCOCC3)cc2OCC)C1=O,-7.4,-3.7,-24.4,-4.1,17.3,-1.0,-5.3,22.6,3.2,-8.0
O=C(O)c1cc(-c2ccc(O)cc2)nc2ccccc12,3.4,4.5,-27.3,7.5,4.9,-0.4,2.0,12.8,-4.1,-1.8
O=S(=O)(Nc1cccc(CO)c1)c1cccs1,-1.6,-11.9,-30.6,-9.5,1.7,0.8,1.8,-2.0,-6.6,-6.9
COC(=O)COc1cccc(NC(=O)c2ccccc2)c1,1.0,1.4,0.6,9.9,-11.8,0.1,-1.9,-3.7,-1.3,3.4
CNC(=O)NC(=O)CSc1cccc(C(F)(F)F)c1,5.3,0.7,-27.8,27.5,10.3,0.0,1.8,4.9,11.7,4.3
C/C(N)=C(/C#N)C(=O)CSc1nc2cc(Cl)ccc2s1,36.7,0.5,-42.8,75.7*,-115.6,1.7,-3.5,-12.6,-7.9,5.0
COc1ccc(C)cc1NC(=O)CN(Cc1nnc(-c2ccc(Cl)cc2)o1)C1CCCC1,5.0,20.0,-16.8,19.8,-32.3,0.5,4.1,5.7,1.8,2.4
Cc1cccc(Nc2nc3c(c(=O)n(C)c(=O)n3C)n2Cc2ccccc2)c1,0.1,nt,-1.9,11.5,24.9,-0.2,1.7,23.2,3.2,-10.8
CC(=O)c1ccc(NC(=O)c2noc3c2CCCCC3)cc1,19.6,3.4,-186.9,44.1,-87.4,2.8,-1.4,-2.1,0.0,4.7
Cc1n[nH]c(=O)c2c(NC(=O)CSc3nc4ccccc4c(=O)n3CCCO)oc(C)c12,-4.0,-0.8,-5.9,-7.4,2.6,-0.2,-3.2,16.3,0.6,-3.2
CC1CCCN(C(=O)C2CCCN(S(=O)(=O)c3cccc4nsnc34)C2)C1 (stereo not drawn),-3.6,3.5,-13.8,2.4,6.5,nt,0.6,20.8,10.7,-5.6
Cn1ccc2cc(NC(=O)Nc3cccnc3)ccc21,0.1,0.8,nt,0.6,-42.8,0.1,nt,-0.7,11.7,nt
Cc1cc(=O)n2nc(-c3ccccc3)sc2n1,5.0,-5.0,-54.5,18.5,-99.0,2.5,-3.7,16.6,-0.1,-0.4
Cc1cnc(C(=O)OCC(=O)N2CCN(S(=O)(=O)c3ccc(Cl)cc3)CC2)cn1,-3.2,-7.3,nt,10.8,-1.1,-0.1,nt,2.8,14.1,nt
O=C(CCl)N1c2ccccc2SCC1c1ccccc1 (stereo not drawn),-0.1,-0.4,-10.8,6.6,-64.2,-0.3,-3.1,14.3,0.1,0.0
COc1ccc(N2CCN(C(=O)c3ccc(CNS(=O)(=O)c4ccc(C)cc4)cc3)CC2)cc1,-31.5,12.8,-22.3,-46.7,11.1,-0.2,1.9,-3.2,-1.1,-4.7
Cc1cnnc2c1-c1no[n+]([O-])c1CC2,-14.3,3.3,-9.1,-9.4,-13.2,0.0,-2.1,24.3,-1.9,1.8
CC(C(=O)Nc1ccc(C(=O)O)c(O)c1)N1C(=O)/C(=C\c2ccco2)SC1=S (stereo not drawn),-3.1,?,-22.9,5.3,-9.4,-1.2,1.9,14.5,4.7,-26.2

# Compound activity (PubChem BioAssay)

# No enrichment for hits. About 5% of those tested had a hit in this group.
